SUMO1-SIM PPI: modulators of SUMO1 protein-protein interactions, primary screen, biochemical, uHTS | Small ubiquitin-related modifier 1 (Homo sapiens), P63165 | actives 0.33% (n = 360,000) | inhibition, % at 20 µM | SUMO1 binding to a labelled peptide, TR-FRET, 1 h | AID 602429, 2012; in the data active means inhibition above about 37%
MsrA act: bovine MsrA enzyme activators, primary screen, biochemical, absorbance, HTS; actives 0.3% (n = 360,000); purified bovine MsrA, absorbance read-out; activation, % at 10.6 µM; in the data active means activation above about 7.5%;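 further: 0% = vehicle and 100% = reference activator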
LMPTP block: LMPTP phosphatase inhibitors, primary screen, biochemical, fluorescence intensity, uHTS; Low molecular weight phosphotyrosine protein phosphatase (Homo sapiens), P24666; recombinant LMPTP-A, OMFP fluorogenic substrate; inhibition, % at 20 µM; actives 0.22% (n = 360,000);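 active means compounds that cut the enzyme signal by at least half of the control window in the single-dose screen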;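 further: plate controls were DMSO wells with enzyme plus substrate for no effect and substrate without enzyme for full effect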
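Test system – LMPTP-A phosphatase enzyme · Quantity – 0.625 nM LMPTP-A final · Reagent – OMFP substrate, 400 µM final · Dosing – one test concentration per compound, 20 µM, with 3% DMSO overall · Timing – 50 min enzyme reaction at room temperature, protected from light · Detection – fluorescence intensity · Controls – substrate-only low control, DMSO enzyme-plus-substrate high control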
Scp-1 inhibitor: Scp-1 phosphatase inhibitors, primary screen, biochemical, colorimetric, uHTS | Carboxy-terminal domain RNA polymerase II polypeptide A small phosphatase 1 (Homo … | inhibition, % at 20 µM | AID 493091, 2011 | actives 0.88% (n = 340,000) | Recombinant Scp1, phosphopeptide, malachite green phosphate absorbance;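 active means inhibition above about 50% at 20 µM, limit read from the data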;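 further: plate controls were DMSO wells with enzyme for no effect and wells lacking enzyme for full effect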
Target sequence (Q9GZU7 76-261 limits assumed): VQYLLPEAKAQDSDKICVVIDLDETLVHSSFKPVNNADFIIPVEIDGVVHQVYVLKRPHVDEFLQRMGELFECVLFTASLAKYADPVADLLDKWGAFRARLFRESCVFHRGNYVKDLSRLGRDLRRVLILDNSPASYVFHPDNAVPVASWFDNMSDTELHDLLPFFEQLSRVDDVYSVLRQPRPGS
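Incubation: 45 min enzyme reaction at room temperature / System: truncated SCP-1 phosphatase (76-261aa) / Reagent: Phospho 17-mer peptide substrate / Buffer or medium: Acidic Tris acetate buffer with magnesium and detergent / Signal: absorbance at 630 nm / Doses: one concentration, 20 µM, with 1.0% DMSO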
TbMetRS inhib: T. brucei MetRS inhibitors, primary screen, biochemical, luminescence. methionyl-tRNA synthetase (Trypanosoma brucei brucei). purified T. brucei MetRS, ATP depletion, Kinase-Glo luminescence. inhibition, % at 11.9 µM. actives 0.4% (n = 360,000). AID 624268, 2012;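 active means inhibition above a per-plate cutoff of the control wells' mean inhibition plus 3 SD, cut at about 5.5% in these data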;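 further: 0% = DMSO wells median and 100% = median of wells with control inhibitor compound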
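System: purified T. brucei MetRS enzyme / Detection: Kinase-Glo luciferase luminescence reporting remaining unconsumed ATP / Medium: HEPES buffer with MgCl2, KCl, DTT, spermine, BSA, pyrophosphatase / Replication: singlicate, one well per compound / Evaluation: percent inhibition relative to median high and low control wells / Schedule: 2 h aminoacylation at 25 °C after 15 min preincubation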
E coli Lon inh: inhibitors of E. coli Lon protease, primary screen, biochemical, fluorescence polarization. purified E. coli Lon protease. inhibition, % at 7.94 µM. actives 0.42% (n = 360,000). AID 602123, 2011; in the data active means inhibition above about 13%, passing the limit was not always enough;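 further: 0% = enzyme with probe and DMSO and 100% = no enzyme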
STEP inh: STEP phosphatase inhibitors, primary screen, biochemical, fluorescence intensity, uHTS. Tyrosine-protein phosphatase non-receptor type 5 (Homo sapiens), P54829. recombinant STEP, OMFP fluorogenic substrate. inhibition, % at 20 µM. actives 0.25% (n = 360,000). AID 588621, 2011;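 active means inhibition at 20 µM, scaled per plate between control wells, above about 37%, limit read from the data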;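 further: 0% = DMSO with enzyme and substrate and 100% = substrate only without enzyme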
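Also added – OMFP at 25 µM · Test system – STEP tyrosine phosphatase · Technique – FITC-channel fluorescence of OMFP product · Schedule – 20 min at room temperature, dark · Evaluation – control-normalized % inhibition with plate pattern correction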
MsrA inh: bovine MsrA enzyme inhibitors, primary screen, biochemical, absorbance, HTS. actives 0.75% (n = 360,000). purified bovine MsrA, absorbance read-out. Methionine sulfoxide reductase A (Bos taurus). inhibition, % at 15.5 µM; in the data active means inhibition above about 4.5%;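 further: 0% = vehicle wells with enzyme and 100% = reference inhibitor wells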
CendR NRP1 mod: modulators of CendR peptide binding to NRP-1, primary screen, biochemical, fluorescence polarization, uHTS. Neuropilin-1 (Homo sapiens), O14786. FAM-RPARPAR peptide binding to NRP-1. inhibition, % at 25 µM. actives 0.85% (n = 360,000). AID 602438, 2012;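 active means inhibition or corrected inhibition above about 18%, plus a signal ratio from 0.5 to 1.5, limit read from the data, passing the limit was not always enough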; further: strong numbers were not always called active
Target sequence (O14786 whole entry, looked up): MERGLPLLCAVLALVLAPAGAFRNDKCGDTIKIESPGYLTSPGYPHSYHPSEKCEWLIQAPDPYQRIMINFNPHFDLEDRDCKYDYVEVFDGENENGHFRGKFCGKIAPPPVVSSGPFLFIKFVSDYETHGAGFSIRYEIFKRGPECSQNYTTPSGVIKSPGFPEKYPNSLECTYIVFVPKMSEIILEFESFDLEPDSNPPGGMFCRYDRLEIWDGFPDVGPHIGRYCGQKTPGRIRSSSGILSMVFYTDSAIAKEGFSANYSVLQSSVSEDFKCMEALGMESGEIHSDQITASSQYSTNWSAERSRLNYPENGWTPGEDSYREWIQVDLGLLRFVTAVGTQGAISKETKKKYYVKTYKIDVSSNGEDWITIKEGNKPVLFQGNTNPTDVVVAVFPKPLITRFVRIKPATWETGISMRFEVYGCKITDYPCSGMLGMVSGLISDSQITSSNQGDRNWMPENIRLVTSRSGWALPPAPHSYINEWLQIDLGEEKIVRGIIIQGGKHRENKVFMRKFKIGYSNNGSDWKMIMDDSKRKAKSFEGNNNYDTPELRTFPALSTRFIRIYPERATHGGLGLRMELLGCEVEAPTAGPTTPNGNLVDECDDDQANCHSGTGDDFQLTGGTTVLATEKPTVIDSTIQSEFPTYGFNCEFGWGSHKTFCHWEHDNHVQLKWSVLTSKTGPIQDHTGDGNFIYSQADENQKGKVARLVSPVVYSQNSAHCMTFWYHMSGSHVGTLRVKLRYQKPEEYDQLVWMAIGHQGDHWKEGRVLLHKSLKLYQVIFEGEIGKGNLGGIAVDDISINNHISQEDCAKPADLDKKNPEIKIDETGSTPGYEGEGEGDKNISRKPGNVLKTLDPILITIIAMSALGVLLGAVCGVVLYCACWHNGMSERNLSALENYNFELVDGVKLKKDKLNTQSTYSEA
DNMT1 block: human DNMT1 methyltransferase inhibitors, primary screen, biochemical, molecular beacon, fluorescence, HinP1I cleavage, uHTS. inhibition (reported as % activation of signal), % at 10 µM. actives 0.83% (n = 360,000); in the data active means inhibition above about 50%
Starred values were filed as active, the others as inactive; · = no result given; & = joins results of further samples; ! = not active in a repeat.

Sample of the layout:
Order of results – E coli Lon inh | DNMT1 block | SUMO1-SIM PPI | MsrA inh | CendR NRP1 mod | TbMetRS inhib | MsrA act | Scp-1 inhibitor | LMPTP block | STEP inh
1) Cc1cc(NC(=O)CCC(=O)N(Cc2ccccc2)C(C(=O)NC2CCCC2)c2ccc(C)o2)no1 (stereo unspecified)
 : -2 | -1 | -3 | -1.1 | 3 | -0.4 | -2 | -7 | 0.9 | -1
2) C[C@H]1CN(S(=O)C(C)(C)C)[C@@H](CCO)/C1=C\CCO (stereo partly specified)
 : -9 | -1 | 1 | -0.7 | 9 | -0.3 | -4 | 4 | -1.4 | 0
3) CC1=NN(c2ccc(C(=O)O)c(N)c2)C(=O)C1
 : -7 | 44 | 5 | 1.6 | -12 | -0.6 | -9 | 42 | 4.0 | 8

All compounds of this part, previewed entries included:
Order of results – E coli Lon inh | DNMT1 block | SUMO1-SIM PPI | MsrA inh | CendR NRP1 mod | TbMetRS inhib | MsrA act | Scp-1 inhibitor | LMPTP block | STEP inh
1) Cc1cc(NC(=O)CCC(=O)N(Cc2ccccc2)C(C(=O)NC2CCCC2)c2ccc(C)o2)no1 (stereo unspecified)
 : -2 | -1 | -3 | -1.1 | 3 | -0.4 | -2 | -7 | 0.9 | -1
2) C[C@H]1CN(S(=O)C(C)(C)C)[C@@H](CCO)/C1=C\CCO (stereo partly specified)
 : -9 | -1 | 1 | -0.7 | 9 | -0.3 | -4 | 4 | -1.4 | 0
3) CC1=NN(c2ccc(C(=O)O)c(N)c2)C(=O)C1
 : -7 | 44 | 5 | 1.6 | -12 | -0.6 | -9 | 42 | 4.0 | 8
4) Nc1nc2ncccn2c1-c1ccc(C(F)(F)F)cc1
 : · | · | -21 | 1.0 | 19 | -0.3 | · | · | -2.5 | ·
5) CC(c1ccccc1F)n1cc(C(=O)NCc2ccncc2)nn1 (stereo unspecified)
 : 1 | 1 | 0 | 0.5 | -29 | 0.2 | -7 | -6 | 0.1 | -2
6) COc1cc(CN2CCCC(C)C2)ccc1OCc1ccccc1 (stereo unspecified)
 : 10 | -2 | -5 | -0.1 | 1 | -1.3 | -5 | -2 | -2.7 | 1
7) Cc1ccc([N+](=O)[O-])cc1NC(=S)NC(=O)c1cccs1
 : -4 | 17 | -3 | -0.7 | 1 | -0.8 | -7 | -4 | -1.5 | -2
8) CCN1CCCc2cc(CN(CCN3CCOCC3)C(=S)Nc3cccc(OC)c3)ccc21
 : -6 | -2 | -3 | 1.2 | 10 | -0.4 | -9 | 2 | -0.5 | 6
9) COc1cccc(/C=C/C(=O)N2CCN(S(=O)(=O)c3ccccc3)CC2)c1OC
 : -1 | 0 | -9 | -0.1 | 3 | -0.2 | -3 | -14 | 1.9 | -2
10) CCOC(=O)C1CCCN(Cc2ccc(O)c(OC)c2)C1 (stereo unspecified)
 : -6 | 1 | 1 | 1.0 | 14 | -0.5 | 0 | -9 | -0.1 | 2
11) O=C(NCc1ccco1)C(=O)NCC1OCCN1S(=O)(=O)c1ccc(Br)cc1 (stereo unspecified)
 : 7 | 1 | 0 | -1.1 | 0 | -0.4 | -4 | -10 | -1.9 | -3
12) COc1ccc(S(=O)(=O)NCc2ccco2)c2ccccc12
 : -6 | -13 | -5 | 1.0 | -3 | -2.0 | -16 | -7 | -1.3 | 0
13) O=C(NCCc1nc(-c2ccccc2)no1)c1ccccc1
 : -12 | 2 | 12 | -0.6 | 3 | -0.1 | -2 | 4 | -1.2 | 3
14) O=C(C[C@H]1C[C@H](C(=O)N2CCCCC2)[C@@]2(CCc3ccccc3)c3[nH]c4ccc(Cl)cc4c3CCN2C1=O)NCCN1CCOCC1
 : -10 | -16 | 1 | · | -6 | -0.3 | -3 | 4 | -6.5 | 8
15) COc1ccccc1CCNC(=O)C(=O)NCC1OCCN1S(=O)(=O)c1ccc(OC)c(OC)c1 (stereo unspecified)
 : 1 | -2 | 2 | 0.1 | -4 | -0.9 | -7 | -6 | -3.3 | 0
16) Nc1ccc(C(=O)OCc2nc3cc4ccccc4cc3[nH]2)cc1
 : 5 | -16 | -16 | -0.6 | 7 | 3.4 | -2 | -7 | 1.6 | 0
17) Cc1ccc(C(=O)NCCSCc2ccc(Cl)cc2Cl)cc1[N+](=O)[O-]
 : -5 | -4 | 1 | 0.5 | 6 | 1.7 | -3 | -18 | 2.7 | 1
18) Cc1cc(NC(=O)COC(=O)c2cccc(OCc3ccccc3)c2)no1
 : 6 | 11 | 0 | 1.3 | 7 | -0.7 | -3 | -7 | -1.1 | -2
19) O=C(c1ncn2c1c(=O)[nH]c1ccccc12)N1CCc2ccccc2C1
 : 7 | 2 | 5 | 1.4 | -15 | 0.6 | -1 | · | 3.4 | 0
20) Cc1cc(N/N=C/c2cccc(Cl)c2)nc(-n2nc(C)cc2C)n1
 : 3 | 3 | -1 | 0.0 | 2 | -0.7 | -1 | 0 | 2.7 | -1
21) O=C(Cn1cnc2c(nnn2Cc2ccc(F)cc2)c1=O)NC1CCCC1
 : -6 | -2 | -4 | 0.2 | 4 | -0.4 | -2 | 0 | -2.2 | 1
22) O=C(NCc1ccccn1)c1cccc(S(=O)(=O)Nc2ccc(F)cc2)c1
 : 0 | 0 | 7 | -1.1 | -6 | -0.1 | -4 | 0 | -0.8 | -2
23) COc1ccc(/C=C2\CCc3ccccc3C2=O)c(OC)c1OC
 : 5 | 0 | -18 | 3.4 | 2 | -0.8 | -9 | -5 | 3.7 | 0
24) CN(C)C(CNC(=O)c1oc2ccccc2c1CSc1ncn[nH]1)c1ccco1 (stereo unspecified)
 : -6 | -2 | 5 | 0.1 | -19 | -0.3 | -3 | -1 | 1.0 | -3
25) O=C(Nc1cccnc1Cl)c1ccc(Cl)c([N+](=O)[O-])c1
 : -9 | 0 | -26 | -1.0 | 7 | 1.9 | -1 | -5 | -1.7 | 2
26) CCOC(=O)c1ccc(COC(=O)CCc2nc(-c3ccccc3)c(-c3ccccc3)o2)cc1
 : -4 | -5 | -1 | 2.2 | 8 | -1.0 | -11 | -13 | 2.8 | -2
27) CC(CC(=O)Nc1ccc2c(c1)c(=O)n(C)n2-c1ccccc1F)c1ccccc1 (stereo unspecified)
 : -2 | 0 | 0 | -1.6 | -21 | 0.4 | -2 | · | 1.7 | 0
28) COc1ccccc1-c1cc2nc(-c3ccccc3)cc(N3CCN(C(=O)c4ccoc4)CC3)n2n1
 : -6 | -12 | -16 | 2.0 | 7 | 0.3 | -3 | · | 4.8 | 4
29) CC1CCCCN1N=Nc1nc2c([nH]1)c(=O)n(C)c(=O)n2C (stereo unspecified)
 : -1 | 5 | 1 | 3.8 | 4 | -0.4 | -6 | -2 | -0.8 | -3
30) OC(c1ccc(Cl)cc1Cl)C(Cc1cccnc1)n1cncn1 (stereo unspecified)
 : 0 | -1 | 2 | 1.9 | -12 | 0.2 | -3 | 0 | -1.4 | -4
31) CCOc1ccc(CCNC(=O)Cn2ncn3nc(-c4ccc(OC)cc4)cc3c2=O)cc1
 : 1 | 43 | -5 | 0.1 | -4 | -0.3 | 2 | -14 | -2.8 | 0
32) Cc1ccc(NC(=S)N(CCN2CCOCC2)Cc2ccccc2F)cc1
 : -8 | 0 | 2 | -0.7 | 4 | 0.6 | -3 | -5 | -0.8 | 0
33) CC1CN(C(=O)CCNC(=O)c2ccc(Br)cc2)CC(C)O1 (stereo unspecified)
 : 4 | 6 | 2 | -1.6 | -18 | 0.3 | -2 | -5 | -1.6 | 5
34) CC1(C)OC(=O)C2=C(C[C@@H](CCc3ccccc3)O[C@H]2CCc2cccc(Cl)c2)O1
 : -6 | · | -2 | -0.5 | 6 | -0.5 | -3 | · | 2.4 | ·
35) O=C1c2ccc3c4c(ccc(c24)C(=O)N1c1cccc(O)c1)C(=O)N(c1cccc(O)c1)C3=O
 : 3 | 15 | -32 | 9.5* | 5 | -0.8 | 3 | -6 | 1.7 | 0
36) CC(=O)Nc1sc(N/N=C/c2ccccc2)nc1-c1ccc(C)cc1
 : 0 | -7 | 0 | 0.5 | 4 | -0.4 | 0 | 0 | 0.6 | 2
37) Cc1ccccc1NC(=O)COC(=O)c1ccc2nc(C)c(C)nc2c1
 : -1 | 0 | -21 | 0.5 | 2 | -0.1 | -1 | 1 | -0.3 | 1
38) O=C(NNC1=NCCCCC1)Nc1cccc(Cl)c1
 : -1 | 0 | -2 | 0.3 | 2 | -0.4 | -4 | -13 | -0.4 | 0
39) CC(C)CN(CC(C)C)S(=O)(=O)N1CCC(C(=O)NCc2ccccn2)CC1
 : 5 | 1 | -3 | 0.0 | 7 | -0.2 | -1 | 0 | -0.1 | 0
40) COc1cccc(NC(=O)CSc2nc(N)cc(N)n2)c1
 : -4 | 0 | 10 | 1.6 | -4 | -0.1 | -2 | 7 | -0.8 | 1
41) CC(=O)Nc1ccc(NC(=O)c2cc(-c3cc(C)c(C)cc3O)n[nH]2)cc1
 : -4 | -3 | 40* | 2.6 | -10 | -1.0 | -6 | -6 | 0.7 | 0
42) COc1c(NC(C)=O)c2ccccc2c2ccccc12
 : 2 | 0 | -1 | -1.8 | -7 | 0.3 | -1 | -2 | -0.4 | -1
43) Cn1c(=NC(=O)C2CCN(S(=O)(=O)c3cccs3)CC2)sc2ccccc21
 : -9&-6 | 1&-2 | 43*! | -0.3&-0.3 | 10&4 | -0.2&0.0 | -3&-7 | -1&-12 | 0.9&0.4 | 0&-3
44) O=C1COc2ccc(C(=O)COC(=O)COc3ccccc3[N+](=O)[O-])cc2N1
 : -2 | -4 | -2 | 0.0 | 25* | -0.5 | -2 | -4 | 6.4 | -1
45) CC1(C)CC(=O)C(C=NCCN2CCNC2=O)=C(O)C1
 : 1 | -1 | -1 | 1.1 | -15 | -0.3 | -1 | -3 | -2.4 | -5
46) CCC1CCC/C1=N\NC(=O)c1ccoc1C (stereo unspecified)
 : -8 | 2 | 1 | -0.2 | 4 | 0.0 | -2 | -11 | -1.9 | 0
47) CCOC(=O)c1c(NC(=O)C2CCCN(S(=O)(=O)c3ccc(C)cc3)C2)sc2c1CCCC2 (stereo unspecified)
 : 2 | -3 | -6 | -1.1 | -2 | 0.1 | -3 | -8 | 2.4 | -2
48) Cc1ccccc1NC(=O)CCC(=O)OCCCC(F)(F)C(F)(F)F
 : 1 | -3 | 2 | 0.2 | 3 | -0.7 | 0 | -11 | 0.2 | -2

Bioassay records: PubChem BioAssay, several laboratories
